All columns: NCI-60 one-dose screen, growth in % after 48 h at 10 µM unless noted; 100 = growth as untreated, 0 = no growth, -100 = all killed.
T-47D: T-47D breast cancer; 79,000 tested, 5% active; AID 1794792
LOX IMVI: LOX IMVI melanoma; 79,000 tested, 7.4% active; AID 1794757
MDA-MB-231: MDA-MB-231 breast cancer; 81,000 tested, 5% active
BT-549: BT-549 breast cancer; 78,000 tested, 4.4% active; AID 1794793
SK-MEL-2: SK-MEL-2 melanoma. 77,000 tested, 4.7% active
HS 578T: HS 578T breast cancer; 78,000 tested, 4.1% active; AID 1794788
MCF7: MCF7 breast cancer. 82,000 tested, 6.3% active. AID 1794796
MALME-3M: MALME-3M melanoma; 78,000 tested, 5.8% active; AID 1794766
* hit, by the source's call; . = not tested or not shown; & = joins results of further samples; [ ] = another dose, or the depositor's remark. The calls were made as follows: active = growth percent below 10; inactive = the rest.

#	Structure	T-47D	LOX IMVI	MDA-MB-231	BT-549
1	C=C(c1ccc(C(=O)O)cc1)c1cc2c(cc1C)C(C)(C)CCC2(C)C	76&94	82&80	68&70	55
2	O=C(Nc1ccc2c(c1)OCO2)C1CC(=O)N(c2ccc3c(c2)CCC3)C1 (stereo unspecified)	76[50 µM]	86[50 µM]	49[50 µM]	70[50 µM]
3	CNC(=O)c1c(NC(=O)c2ccc(C(C)C)cc2)sc2c1CCC(=O)C2	-37*	1.1*	-56*	-11*
4	CCCCCCOc1ccc(NC2=C(SCCc3ccccc3)C(=O)c3ccccc3C2=O)cc1	75	60	75	95
5	OCC#Cc1cn(Cc2ccccc2)c2c(N3CCOCC3)ncnc12	92	91	108	93
6	CCOC(=O)C1CSC(c2ccc(F)cc2)=N1 (stereo unspecified)	85	100	96	104
7	C=C(C)[C@@H]1CC[C@]2(C=O)CC[C@]3(C)[C@H](CC[C@@H]4[C@@]5(C)C/C(=C/c6ccc(C(F)(F)F)cc6)C(=O)C(C)(C)[C@@H]5CC[C@]43C)[C@@H]12	56	.	89	93
8	C=C[C@]1(C)C=C2CC[C@@H]3C(C)(C)C(=O)CC[C@@]3(C)[C@@H]2CC1	105	99	111	126
9	CCC(C)Nc1ccc(NC(C)CC)cc1 (stereo unspecified)	80	74	82	85
10	N#CC1C(=O)Nc2cccnc21 (stereo unspecified)	103	103	142	100
11	CC(=O)Oc1ccc2cc(-c3ccccc3)c(=O)oc2c1	96	104	90	89
12	CCC(CC)COCCOCCCN1C(=O)C2C(C)C=CC(C3OCCO3)C2C1=O (stereo unspecified)	77	96	89	101
13	N=C(N)SC/C=C/CSC(=N)N	116	97	103	90
14	N#C/C(=C/c1ccccc1)c1ccccc1	109	103	100	107
15	c1coc(-c2cc(-c3cc(-c4ccco4)on3)no2)c1	100	.	98	93

#	SK-MEL-2	HS 578T	MCF7	MALME-3M
1	56&48	68&126	64&76	65
2	87[50 µM]	34[50 µM]	74[50 µM]	78[50 µM]
3	-6.2*	19	0.6*	-45*
4	100	77	89	90
5	95	93	88	70
6	101	94	96	97
7	88	99	.	92
8	106	104	101	1.0*
9	92	110	47	73
10	104	102	102	101
11	107	111	108	111
12	88	90	96	97
13	112	120	91	106
14	96	.	118	133
15	117	91	100	100

The last 3 records of the part before open the next one:
#	Structure	T-47D	LOX IMVI	MDA-MB-231	BT-549
13	N=C(N)SC/C=C/CSC(=N)N	116	97	103	90
14	N#C/C(=C/c1ccccc1)c1ccccc1	109	103	100	107
15	c1coc(-c2cc(-c3cc(-c4ccco4)on3)no2)c1	100	.	98	93
16	COc1ccc(-c2cc(-c3ccc(Cl)cc3)nc(SCCCC(=O)NO)n2)cc1OC	15	-65*	6.5*	30
17	CC1(COc2ccc3ncc(C#Cc4cncc(C(=O)Nc5cccc(C(F)(F)F)c5)c4)n3n2)COC1	79	66	44	128
18	O=C(Nc1ccccc1C(=O)Nc1nccs1)c1ccccc1	90	87	110	84
19	Oc1ccccc1-c1nn(-c2ccccc2)cc1-c1nc2ccccc2s1	106	88	89	122
20	CCOC(=O)c1ccc(Nc2nc(/C=C/c3ccc(OC)cc3)nc3ccccc23)cc1	84	94	87	103
21	O=C(CN1C(=O)S/C(=C\c2ccc(F)cc2)C1=O)Nc1ncc(Cc2ccccc2Cl)s1	102	94	104	130
22	O=C(O)CNC(=O)c1nc(-c2ccccc2)n(-c2ccc(F)cc2)n1	104	107	105	101
23	O=C(CSCC(=O)c1ccc([N+](=O)[O-])cc1)c1ccc([N+](=O)[O-])cc1	90	97	92	90
24	COc1ccc(/C=N/n2c(CN3CCCC3)nc3ccccc3c2=O)cc1	99	101	99	96
25	O=C(Nc1cccc(-n2ccc3c(NC(=O)c4ccccc4)nccc32)c1)Nc1cc(C(F)(F)F)cc(C(F)(F)F)c1	55	23	-10*	2.8*
26	COc1ccc(/C=C/C(=O)c2cccc(NC(=O)CSc3nc4ccccc4c(=O)n3-c3ccccc3)c2)cc1	94	89	98	116
27	Cn1c(=O)[nH]c(=O)c2nc(CC(=Nc3ccc(F)cc3)c3ccccc3)c(=O)[nH]c21	102	94	110	99
28	Nc1nc(-c2no[n+]([O-])c2-c2csc(N)n2)cs1	109	99	111	105
29	Cc1cc(-n2c(=O)[nH]c(=O)n(C)c2=O)ccc1Oc1ccc(SC(F)(F)F)cc1	105	98	95	103
30	Cn1c(=O)c(C#N)c(-c2ccccc2)n2c(=S)n(CN(CCO)CCO)nc12	110	99	116	101

#	SK-MEL-2	HS 578T	MCF7	MALME-3M
13	112	120	91	106
14	96	.	118	133
15	117	91	100	100
16	13	29	1.1*	6.9*
17	.	54	63	71
18	110	106	94	.
19	98	91	73	104
20	89	88	89	87
21	100	101	97	99
22	107	103	98	106
23	100	101	91	94
24	101	96	95	104
25	-12*	.	14	26
26	109	102	71	107
27	104	93	93	98
28	111	109	94	103
29	116	76	114	112
30	102	108	59	102

Remaining list, next part
#	Structure	T-47D	LOX IMVI	MDA-MB-231	BT-549
31	C=C(C)[C@@H]1C[C@@H]2Cc3cc(F)ccc3N1O2	107	95	100	106
32	O=C(N/N=C1\CC[C@H]2[C@@H](COC(c3ccccc3)(c3ccccc3)c3ccccc3)C[C@@H](COC(c3ccccc3)(c3ccccc3)c3ccccc3)[C@@H]12)c1ccncc1	78	92	86	94
33	Cc1cc(=O)n(C(=O)Nc2cc(Cl)ccc2O)c2cc(O)ccc12	97	102	92	102
34	COc1ccc(-n2c(C)c(-c3ccccc3)c(-c3ccccc3)c2C)cc1	51	64	76	81
35	Cc1ccc(C(=O)Nc2c(C)cccc2C)cc1	.	93	.	112
36	Oc1cc(O)c(CN2CCOCC2)cc1CN1CCOCC1	91&102	94&103	132&97	110&102
37	C/C(=N\NC(=O)/C=C/CC(=O)O)c1nnn(-c2ccc([N+](=O)[O-])cc2)c1C	99	101	104	103
38	CN(C)c1cccc2c(S(=O)(=O)N[C@H]3CC[C@H]4[C@@H]5CCc6cc(O)ccc6[C@H]5CC[C@]34C)cccc12	21	.	35	36
39	CC(C)(C)OC(=O)NC(CCC(=O)NC(CSc1ccc([N+](=O)[O-])cc1[N+](=O)[O-])C(=O)NCC(=O)Oc1ccccc1C1CC(=O)c2ccccc2O1)C(=O)Oc1ccccc1C1CC(=O)c2ccccc2O1 (stereo unspecified)	69	74	53	89
40	c1ccc2[nH]c(-c3ccc(OCCCCCOc4ccc(-c5nc6ccccc6[nH]5)cc4)cc3)nc2c1	-60*	-77*	40	-14*
41	Cn1cnc2ccccc2c1=O	95	.	.	96
42	COc1ccc2nc(C)cc(Nc3ccccc3O)c2c1	44	2.5*	9.5*	35
43	CC1(c2ccccc2)CCC(=O)NC1 (stereo unspecified)	108	.	111	111
44	O=C(Nc1cccc2c1C(=O)c1ccc(Nc3cc(NC(=O)c4ccccc4)c4c(c3)C(=O)c3ccccc3C4=O)cc1C2=O)c1ccccc1	100	98	100	112
45	Cc1ccc(-c2cc(-c3ccc(Cl)cc3)nc(NC(=O)c3cccnc3)n2)cc1	96	96	91	117

#	SK-MEL-2	HS 578T	MCF7	MALME-3M
31	98	99	96	83
32	84	86	96	108
33	110	95	99	87
34	63	93	70	108
35	126	95	90	95
36	136&88	107	101&94	94&98
37	99	116	98	98
38	.	57	13	30
39	99	84	71	87
40	64	4.3*	-39*	-31*
41	106	.	93	94
42	68	-3.7*	68	-12*
43	.	100	101	.
44	97	101	92	106
45	109	103	86	111

More structures:
#	Structure	T-47D	LOX IMVI	MDA-MB-231	BT-549
46	COc1ccc(/C=C/C(=O)c2ccc(NC(=O)CSc3nnc(-c4ccccc4)o3)cc2)cc1OC	93	91	105	96
47	Cn1c(=O)[nH]c2nc(SCC(=O)Nc3ccc(C(=O)/C=C/c4ccccc4)cc3)[nH]c2c1=O	103	97	99	95
48	CCc1cccc(C)c1NC(=O)CCc1nc(=S)[nH][nH]1	73	104	99	120
49	Nc1nc(-c2cc(Cl)cc(Cl)c2)cc(-c2cc(-c3cc(Cl)cc(Cl)c3)nc(N)n2)n1	.	100	.	119
50	CC(=O)n1cc(-c2c[nH]c3ccccc23)c(-c2ccc(Br)cc2)n1	68	70	47	69
51	COc1ccc(NC(=O)CSc2nc(-c3ccc(OC)c(OC)c3)cc(-c3cc(OC)c(OC)c(OC)c3)n2)cc1	.	97	92	96
52	C/C=C/C(=O)OCCCc1ccccc1	103	95	103	105
53	CCCCCOc1ccccc1[N+](=O)[O-]	96	95	94	.
54	c1coc(-c2cc3nc(N4CCOCC4)nc(-c4cccs4)n3n2)c1	68	93	101	74
55	Cc1ccc2nc([C@@H](C)c3ccc4c(c3)[nH]c3ccc(Cl)cc34)[nH]c2c1	88	96	92	104
56	NC(N)=NCCC[C@@H](NC(=O)[C@@H](Cc1ccccc1)NC(=O)Cc1ccc(Cl)cc1)C(=O)NCC(=O)NCc1cn(CCNC(=O)C23CC4CC(CC(C4)C2)C3)nn1	102	99	100	118
57	O=C(CSc1nccc(Nc2ccc(N3CCOCC3)cc2)n1)c1ccc(Cl)cc1	97	91	89	90
58	O=C1Nc2ccc(Cl)cc2/C1=N/N=C/c1ccc(O[C@H]2O[C@@H](CO)[C@H](O)[C@H](O)[C@@H]2O)cc1	.	96	93	96
59	CN1c2ccccc2Sc2cc(C3CCC(=O)N3)ccc21 (stereo unspecified)	80	79	85	82
60	CC(=O)OCCCCBr	105	67	99	113

#	SK-MEL-2	HS 578T	MCF7	MALME-3M
46	101	99	69	95
47	97	93	91	99
48	109	93	90	92
49	107	94	100	103
50	104	75	57	89
51	89	91	94	128
52	113	100	106	110
53	105	101	98	100
54	93	93	83	96
55	109	107	87	.
56	110	95	105	97
57	100	99	91	99
58	106	91	84	93
59	90	88	62	95
60	110	107	96	108

Continued.
#	Structure	T-47D	LOX IMVI	MDA-MB-231	BT-549
61	Nc1cccc2c1CCC2	84	90	104	105
62	COc1ccc(/C=C/C(=O)/C=C/c2cc3ccccc3[nH]c2=O)cc1	57	-21*	64	65
63	CCN(c1ccc(C(=O)N2CCN(c3ccc(F)cc3)CC2)cc1)S(C)(=O)=O	96	103	120	109
64	C=C(Cl)[C@@](Cl)(CBr)CC[C@@H](Br)C(C)(C)Cl	-59*	95	-78*	79
65	ClC1(Cl)C2CCCCCCC21 (stereo unspecified)	108	108	122	101
66	COc1ccccc1N1CCN(C(CNS(=O)(=O)c2ccc(Cl)cc2)c2cccnc2)CC1 (stereo unspecified)	102	.	71	85
67	CCOC(=O)C(Cc1c[nH]c2ccc([N+](=O)[O-])cc12)C(=O)OCC	92	107	114	80
68	CC1(C)CC2(OC2c2ccccc2)C(=O)c2ccccc21 (stereo unspecified)	92	96	134	99
69	O=C1CNC(c2ccccc2)N1O (stereo unspecified)	79	100	103	97
70	NN(c1ccccc1)c1ccccc1	70	74	54	87
71	O=c1oc2ccccc2cc1-c1csc(N2N=C(c3ccccc3)CC2c2ccccc2)n1 (stereo unspecified)	75	83	69	100
72	O=C(O)c1ccc(S(=O)(=O)N(Cl)Cl)cc1	114	101	109	106

#	SK-MEL-2	HS 578T	MCF7	MALME-3M
61	97	104	95	107
62	96	102	14	33
63	108	114	109	95
64	-31*	-29*	-52*	102
65	93	92	99	107
66	120	88	78	60
67	107	.	84	113
68	106	90	111	80
69	100	129	79	109
70	98	111	73	74
71	107	80	51	103
72	111	107	104	101
